Bioassay records deposited in PubChem BioAssay by several laboratories.
Keap1 Nrf2 FP: Keap1-Nrf2 protein-protein interaction inhibitors, primary screen, biochemical, fluorescence polarization, single point; Keap1 Kelch-Nrf2 peptide fluorescence polarization, 1536-well; inhibition, % at 9.4 µM; actives 0.15% (n = 340,000); AID 504523, 2011; in the data active = inhibition above about 12%;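 note: human Keap1 Kelch domain with fluorescein labeled Nrf2 9mer peptide probe; 0% = neutral control wells and 100% = peptide positive control; higher means more block of Keap1 binding to Nrf2 peptide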
C-LANA FP: inhibitors of KSHV C-LANA binding to DNA, primary screen, biochemical, fluorescence polarization, FAM-LBS DNA, MBP-C-LANA, single point. AID 504423, 2011. inhibition, % at 9 µM. actives 0.078% (n = 340,000);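 active = highest replicate inhibition at or above 60% at 9 µM, even if other replicates fall short; inactive = all replicates below 60% inhibition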;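 note: 0% = neutral control wells and 100% = 4 µM acridine orange control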
V-ATPase pHluor: regulators of yeast V-ATPase proton pumping, primary screen, pHLuorin cytosolic pH fluorescence; actives 0.37% (n = 350,000); AID 504577, 2011; response, % at 10 µM; S. cerevisiae; in the data active = response mostly above about 7.3%, no sharp cut-off; inactive = mostly below about 5.4%; note: actives read high; inactives centre near 0; some compounds called inactive have numbers as strong as hits
CAL PDZ FP-1: untagged CAL PDZ binding inhibitors, primary screen, biochemical, fluorescence polarization, HTS. actives 0.92% (n = 300,000). purified CAL PDZ, TMR-peptide fluorescence polarization, 1 h. AID 602252, 2012. Golgi-associated PDZ and coiled-coil motif-containing protein (Homo sapiens), Q9HD26. inhibition, % at 24.9 µM;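 active = mean inhibition of at least 30% with at least half of replicates also reaching 30%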;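 note: 0% = DMSO neutral control and 100% = excess unlabeled competitor peptide PRC23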
Pemphigus Ab inh: inhibitors of pemphigus antibody binding to DSG3, primary screen, biochemical, bead-based, flow cytometry, scFv-GFP; Desmoglein-3 (Homo sapiens), P32926; DSG3-coupled beads, scFv-anti-DSG3-GFP binding; hits give low values; binding (percent of control), % at 10 µM; actives 0.48% (n = 310,000);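 active = binding more than 3 SD below its plate's average and above zero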;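 note: hits lower antibody fragment binding to DSG3; some compounds called inactive have numbers as strong as hits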
DAGLB inhibitor: DAGLB lipase inhibitors, primary screen, biochemical, fluorescence, HTS. Diacylglycerol lipase-beta (Homo sapiens), Q8NCG7. HEK293T DAGLB membrane lysate, EnzChek fluorogenic substrate. inhibition, % at 5.17 µM. actives 0.059% (n = 340,000). AID 504411, 2011; in the data active = inhibition above about 34%;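 note: 0% = enzyme with vehicle and 100% = wells lacking enzyme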
Target sequence (Q8NCG7 whole entry, looked up): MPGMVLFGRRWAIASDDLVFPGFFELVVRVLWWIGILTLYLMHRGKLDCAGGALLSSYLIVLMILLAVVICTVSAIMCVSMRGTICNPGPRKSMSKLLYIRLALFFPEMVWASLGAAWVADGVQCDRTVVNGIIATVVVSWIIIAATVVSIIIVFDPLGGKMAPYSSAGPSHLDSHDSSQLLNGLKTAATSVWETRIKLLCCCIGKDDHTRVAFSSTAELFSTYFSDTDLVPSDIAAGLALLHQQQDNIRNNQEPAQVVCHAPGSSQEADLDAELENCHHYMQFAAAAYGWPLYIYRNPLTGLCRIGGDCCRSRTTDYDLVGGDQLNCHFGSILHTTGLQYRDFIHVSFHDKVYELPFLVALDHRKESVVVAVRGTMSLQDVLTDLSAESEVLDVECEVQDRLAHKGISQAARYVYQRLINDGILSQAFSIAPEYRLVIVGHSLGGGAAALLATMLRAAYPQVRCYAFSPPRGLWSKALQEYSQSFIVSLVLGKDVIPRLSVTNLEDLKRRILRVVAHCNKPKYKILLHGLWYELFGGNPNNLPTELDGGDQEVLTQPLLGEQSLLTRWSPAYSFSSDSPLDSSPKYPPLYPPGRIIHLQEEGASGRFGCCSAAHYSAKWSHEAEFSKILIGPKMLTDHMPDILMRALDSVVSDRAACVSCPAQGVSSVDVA
Cardiac RTF inh: cardiac RTF calcium sensitivity inhibitors, primary screen, biochemical, IANBD-TnC fluorescence, EC70 calcium. Troponin I, cardiac muscle (Homo sapiens) + Troponin T, cardiac muscle (Homo sapiens) + …. IANBD-labeled cardiac RTF, Ca2+ fluorescence. inhibition, % at 7.15 µM. actives 0.12% (n = 340,000). AID 493244, 2011;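 active = inhibition above the mean inhibition of all tested compounds plus 3 SD, cut at about 17% in these data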;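 note: assay run at fixed EC70 calcium of 1.6 mM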
NSD2 inh: NSD2 histone methyltransferase inhibitors, primary screen, biochemical, AlphaScreen, single concentration, set 2; actives 0.54% (n = 310,000); inhibition, % at 12.5 µM; NSD2 peptide methylation, 120 min; in the data active = inhibition above about 50%
Arrestin-AP2 inh: inhibitors of beta-arrestin/AP2 binding, primary screen, biochemical, GPCR trafficking, flow cytometry; FITC-arrestin peptide / GST-AP2 beads; AP2 beta2 appendage carries R879A mutation; inhibition, % at 10 µM; actives 0.31% (n = 340,000); AID 504490, 2011;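 active = inhibition above a set limit, near 3 SD of compounds lacking own fluorescence, cut at about 54% in these data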;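 note: plate controls were DMSO wells for no effect and 5 µM unlabelled arrestin peptide for full effect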
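test system = AP2 appendage R879A on GSH beads | buffer or medium = PBS plus Tween 20 (0.05%) and BSA (0.1%) | incubation = 12 min plus 1 h, RT | detection = bead flow cytometry, FITC channel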
CAL PDZ FP-2: CAL PDZ peptide-binding inhibitors, primary screen, biochemical, fluorescence polarization, Cer-tagged CAL PDZ, HTS | purified CAL PDZ, TMR-peptide fluorescence polarization, 1 h | inhibition, % at 20 µM | actives 0.02% (n = 330,000) | AID 504414, 2011;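 active = highest replicate inhibition of at least 40%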;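 note: plate controls were DMSO neutral control wells for no effect and unlabeled competitor peptide control wells for full effect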
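Material: tagged CAL PDZ protein CerCALP, purified; buffer or medium: sodium phosphate/NaCl buffer pH 7.4 with TCEP, IgG, Thesit; also added: fluorescent TMR peptide probe; schedule: 1 h incubation at room temperature before polarization reading; technique: fluorescence polarization from S- and P-plane intensities, G-factor corrected; control set: unlabelled peptide and DMSO controls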
* hit, by the source's call; · = not tested or not shown. Not all compounds are listed; count on the stated rates, not on these rows.

SMILES	Keap1 Nrf2 FP	C-LANA FP	V-ATPase pHluor	CAL PDZ FP-1	Pemphigus Ab inh	DAGLB inhibitor	Cardiac RTF inh	NSD2 inh	Arrestin-AP2 inh	CAL PDZ FP-2
O=C(C[C@H]1C/C=C\C[C@@H](Cc2ccc(F)cc2)C(=O)OC[C@@H]2CCCN2C1=O)NCCO	-5	0.9	0	-1	98	1	-10	·	4	0.8
O=C1Nc2ccccc2SC1c1ccccc1Cl (configuration not stated)	-3	-0.6	0	4	·	0	10	-2	-18	0.2
O=C(c1cc(COc2ccc3ncccc3c2)on1)N1CCC(O)CC1	-1	1.2	0	-2	104	-1	1	0	45	-1.2
CC1CCCN(CCCNC(=O)CCn2nc(-c3ccccc3)ccc2=O)C1 (configuration not stated)	4	1.2	-1	2	116	-3	-9	-3	-4	-0.7
CCc1cccc(OCCn2ccnc2)c1	2	-1.2	-4	-8	98	-1	-7	-2	-4	0.0
Cc1ccccc1C(=O)Nc1nnc(-c2ccc(F)cc2)o1	-5	-0.4	-7	·	100	1	-9	·	-11	0.1
CCC(=O)Nc1nc2nc(-c3ccccc3)cc(=O)n2[nH]1	0	-0.6	0	-3	101	-6	-9	-16	2	-0.7
CS(=O)(=O)N(CC(=O)Nc1ccccc1C(=O)N1CCOCC1)c1ccc2c(c1)OCO2	-4	-1.7	-1	1	104	2	-10	0	5	-1.8
COc1ccccc1N(CC(=O)NCC1CCCO1)C(=O)CNS(=O)(=O)c1ccc(Cl)cc1 (configuration not stated)	2	16	0	1	91	1	-3	·	-6	-0.9
COCCCn1c(C)nnc1SCC(=O)NCc1ccco1	2	1.5	2	-4	·	1	-5	-1	55*	-0.9
Cc1nc(NCCc2ccc(F)cc2)c2nnn(Cc3ccccc3)c2n1	1	-1.6	0	-1	115	-1	-3	-4	9	1.4
COc1ccc(C(C)(C)C)cc1NS(=O)(=O)c1cccc2cccnc12	-1	-2.0	-1	-4	93	-3	-1	-8	2	-0.6
Cc1cccc(NCCNc2cccc(C)c2)c1	0	4.7	1	-6	·	-4	2	56*	15	0.1
COc1ccccc1NC(=O)C(C)Sc1nc(-c2ccccc2)cn1N (configuration not stated)	-2	0.3	-4	·	95	-2	-6	3	-6	0.4
O=C(Nc1nc(-c2ccccc2)ns1)c1cccs1	3	2.2	1	·	98	-2	-5	-3	9	-3.1
O=C(Cn1cc(C(=O)C(F)(F)F)c2ccccc21)NCc1ccco1	-5	0.0	1	-3	127	-8	0	-1	18	-2.4
O=C(c1ccccc1)N1CCN(C(=O)c2ccc([N+](=O)[O-])cc2)CC1	-2	2.3	-3	0	113	1	-5	-3	16	-7.2
O=C(CN1C(=O)C(=O)c2ccccc21)c1ccccc1	1	0.4	-1	6	104	0	3	5	36	-0.9
CC(C)CC(NC(=O)OC(C)(C)C)C(=O)O (configuration not stated)	-2	-1.0	4	1	98	1	-15	-1	10	-2.8
Cc1cc(Nc2ccc(C(=O)O)cc2)nc(N)n1	1	-1.4	-1	-5	113	-1	-2	0	35	-1.0
COc1cccc(NC(=O)CN2C(=O)C(=O)N(C3CCCC3)C2=O)c1	-3	0.4	0	11	93	-1	6	0	12	0.0
CC(Sc1nc(N2CCOCC2)c2c(c1C#N)CC(C)(C)OC2)C(=O)O (configuration not stated)	2	0.4	0	8	90	0	-2	1	34	0.2
O=C(c1cccs1)N1CCN(C(=O)c2cccs2)C1=S	-7	-1.4	-2	3	93	1	2	1	-12	-0.7
O=C(CN1C(=O)c2ccccc2S1(=O)=O)NC1CCCCCC1	6	0.5	0	-4	105	-1	-2	·	9	0.0
Fc1ccccc1N1CCN(CCCc2ccccc2)CC1	0	0.1	-2	-6	105	-18	2	2	3	-1.1
(cont.)
SMILES	Keap1 Nrf2 FP	C-LANA FP	V-ATPase pHluor	CAL PDZ FP-1	Pemphigus Ab inh	DAGLB inhibitor	Cardiac RTF inh	NSD2 inh	Arrestin-AP2 inh	CAL PDZ FP-2
Nc1c(Cl)c(Cl)nc(C(=O)N/N=C/c2ccco2)c1Cl	1	1.5	2	3	103	2	5	-1	-12	-1.2
CCCCNC(=O)c1cc2c(=O)n3cccc(C)c3nc2s1	3	-0.6	2	8	95	-3	-4	2	29	-0.9
Nc1c(Cl)ncnc1N/N=C/c1ccc(O)cc1	-7	-0.4	-2	-1	93	-5	2	-4	14	0.9
Cc1cc(NC(=O)c2cccs2)ncc1NC(=O)c1cccc(F)c1	-1	3.3	-1	1	104	3	-9	-1	8	-0.2
Cc1cc(C)c(S(=O)(=O)Nc2ccc(O)c(Sc3ncn[nH]3)c2)c(C)c1	4	0.3	4	-3	101	0	-1	5	18	-1.2
O=[N+]([O-])c1cccc2ccc(N3CCOCC3)nc12	-4	1.0	-4	-3	111	-4	-1	3	17	-1.5
CCCCS(=O)CC(O)COc1ccc(C(C)(C)C)cc1 (configuration not stated)	-2	0.4	-6	·	95	2	-6	3	5	-2.6
Cc1ccc(C(OCC(O)CNCc2ccc(F)cc2)c2ccccc2)cc1 (configuration not stated)	7	·	-2	-2	103	-7	-3	4	28	-1.6
COc1cccc(-n2c(=O)c3ccccc3n3c(=S)[nH]nc23)c1	2	0.2	1	-15	·	3	2	3	-9	-2.5
CCCn1cnc2c(Sc3c([N+](=O)[O-])ncn3C)nc(N)nc21	1	-0.4	-2	1	112	1	-9	2	-8	0.3
COc1ccc(C2=NCCn3c2c2ccc(C(F)(F)F)cc2[n+]3[O-])cc1	-3	-0.5	-5	-2	101	-1	1	·	36	-1.1
COc1ccc(C(=O)N(C)Cc2ccc(C)o2)cc1OC1CCN(C(C)C)CC1	-8	1.0	2	-4	109	2	5	5	4	0.1
CSc1nc(SCC(=O)NCC2CCCO2)c2c3c(sc2n1)CN(C)CC3 (configuration not stated)	·	·	1	·	100	·	·	20	16	·
COc1ccc(C(=O)Nc2ccc(-c3n[nH]c(=S)o3)cc2)cc1OC	-6	-1.3	0	-1	238	0	-3	2	-8	-0.1
O=C(OCCN1C(=O)c2ccccc2C1=O)C1CC(O)CN1S(=O)(=O)c1ccc(Cl)cc1 (configuration not stated)	2	0.0	-1	-11	96	0	3	-1	-6	-1.2
COc1cc(C)c(NC(=S)NCCCN2CCOCC2)cc1OC	1	-0.8	-1	·	98	-1	3	-3	4	0.0
CCOC(=O)c1ccc(NC(=O)c2c(N)n(C)c(=O)n(C)c2=O)cc1	0	0.9	3	-6	98	2	3	·	5	1.0
NC(=O)c1ccsc1NC(=O)COC(=O)c1ccccn1	1	0.3	1	-2	95	1	-8	-1	1	-1.3
Cc1cc(C)c2nc(-c3ccccn3)cc(C(=O)NCCc3ccc(S(N)(=O)=O)cc3)c2c1	3	3.3	0	-3	92	4	9	-26	-7	0.5
CC(C)c1nnc(NC(=O)CCCC(=O)O)s1	-3	0.2	0	-1	96	-1	-18	0	3	0.5
O=C(COC(=O)C12CC3CC(CC(O)(C3)C1)C2)Nc1ccc(OC(F)F)cc1	2	-0.1	-3	·	96	1	-8	2	-5	-0.3
COc1ccc(-c2csc3ncnc(N4CCN(S(=O)(=O)c5ccc(C)cc5)CC4)c23)cc1	1	-1.5	-1	2	69*	-1	-9	1	0	-2.9
CN1/C(=C\C(=O)CN2C(=O)NC3(CCCCCC3)C2=O)C(C)(C)c2ccccc21	-1	-0.8	-5	-4	109	1	-12	4	16	-1.2
CN(C)CC1(c2ccccc2)CCCC1	-1	-0.6	-2	5	100	-2	-9	-3	29	-0.1
CCn1nccc1C(=O)Nc1cc(Cl)cc(Cl)c1	-1	-2.8	-4	2	·	-4	10	1	29	-2.7
Next results follow.
SMILES	Keap1 Nrf2 FP	C-LANA FP	V-ATPase pHluor	CAL PDZ FP-1	Pemphigus Ab inh	DAGLB inhibitor	Cardiac RTF inh	NSD2 inh	Arrestin-AP2 inh	CAL PDZ FP-2
Cc1ccc(Nc2nnc(SCc3cc(=O)n4cc(C)ccc4n3)s2)cc1	0	-0.6	1	-4	108	1	-17	-3	-1	-0.1
O=c1oc(Nc2cccc(Cl)c2)nc2ccccc12	1	-1.4	0	-14	98	15	-2	-2	0	-2.4
CSCCC1Nc2ccc(S(=O)(=O)N3CCOCC3)cc2NC1=O (configuration not stated)	4	1.4	-4	1	100	2	-9	5	-17	-0.8
COc1ccc(N(CC(C)C)S(=O)(=O)c2nnc(NC(=O)CC(C)C)s2)cc1	-6	-1.7	-2	-1	113	-7	-8	-3	3	0.9
Cc1ccc(NC(=O)CCC(=O)NNC(=S)Nc2ccc(F)cc2F)cc1C	-1	-2.0	0	-4	114	-2	-7	2	1	-0.6
Cc1cc(C(=O)N/N=C\C(Br)=C\c2ccccc2)c(C)o1	0	2.9	0	2	105	·	·	0	-14	-2.7
CCc1ccc(S(=O)(=O)NCc2cn3ccccc3n2)s1	0	0.4	1	-2	101	-1	0	-1	14	0.0
CCOc1ccccc1NC(=O)CSc1nc2c(c(=O)n(C)c(=O)n2C)n1C	-2	-0.2	-3	-6	101	2	-13	2	20	-0.1
COc1ccc(-c2cc(C(=O)N3CCN(S(=O)(=O)c4ccc(C)cc4)CC3)[nH]n2)cc1	3	-1.1	5	-1	112	-1	-3	·	4	0.3
O=C(COC(=O)/C=C/c1ccc(OC(F)F)cc1)Nc1cccc(S(=O)(=O)N2CCOCC2)c1	-4	-1.3	-1	·	94	-1	6	-1	-8	-0.1
O=[N+]([O-])c1cccc(-n2nncc2-c2ccccc2)c1	1	-3.7	3	1	107	-3	-1	1	3	0.2
Cc1ccc(S(=O)(=O)NCCC(=O)N2CCC(Cc3ccccc3)CC2)cc1	-2	1.1	6	-2	107	0	-3	1	46	-1.2
CN1CCN(c2nc3ccccn3c(=O)c2C=O)CC1	5	6.9	-1	-2	116	1	-12	·	3	-0.7
Cc1cc(C)c(NC(=O)c2cccs2)c(C)c1NC(=O)c1cccs1	-1	1.7	3	0	95	3	-6	-1	-2	-2.5

Ordered by count of non-hydrogen atoms (high to low): part of the list above.
SMILES	Keap1 Nrf2 FP	C-LANA FP	V-ATPase pHluor	CAL PDZ FP-1	Pemphigus Ab inh	DAGLB inhibitor	Cardiac RTF inh	NSD2 inh	Arrestin-AP2 inh	CAL PDZ FP-2
Cc1cc(C)c(NC(=O)c2cccs2)c(C)c1NC(=O)c1cccs1	-1	1.7	3	0	95	3	-6	-1	-2	-2.5
CSCCC1Nc2ccc(S(=O)(=O)N3CCOCC3)cc2NC1=O (configuration not stated)	4	1.4	-4	1	100	2	-9	5	-17	-0.8
CN1CCN(c2nc3ccccn3c(=O)c2C=O)CC1	5	6.9	-1	-2	116	1	-12	·	3	-0.7
